COUP-TFII inh: inhibitors of human COUP-TFII (NR2F2); P24468; AID 686940; actives 0.7% (n = 370,000); HEK293T NGFI-A luciferase reporter, luminescence; inhibition, % at 8.6 µM;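 active = inhibition above a per-plate cutoff, mean inhibition of test wells between control levels plus 3 SD, cut at about 38% in these data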;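 note: cells cotransfected with COUP-TFII expression vector driving the NGFI-A reporter; 0% = median of COUP-TF2 test wells and 100% = reporter-only cells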
TLR9-MyD88 block: inhibitors of human TLR9-MyD88 binding. actives 0.21% (n = 340,000). AID 504734. inhibition, % at 4.98 µM. CHO BLA complementation TLR9-MyD88, CCF4 FRET ratio;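 active = inhibition above the mean over all tested compounds plus 3 SD, cut at about 21% in these data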;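 note: 0% = DMSO only wells and 100% = clavulanate BLA inhibitor control wells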
Target sequence (Q99836 whole entry, looked up): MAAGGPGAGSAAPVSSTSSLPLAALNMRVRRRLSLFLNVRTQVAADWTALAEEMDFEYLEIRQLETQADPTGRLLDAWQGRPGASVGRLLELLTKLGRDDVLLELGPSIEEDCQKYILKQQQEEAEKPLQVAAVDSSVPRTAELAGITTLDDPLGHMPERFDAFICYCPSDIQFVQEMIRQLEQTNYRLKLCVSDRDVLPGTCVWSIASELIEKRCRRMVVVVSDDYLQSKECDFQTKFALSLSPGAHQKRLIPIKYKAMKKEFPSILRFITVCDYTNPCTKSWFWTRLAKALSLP
Target sequence (Q9NR96 whole entry, looked up): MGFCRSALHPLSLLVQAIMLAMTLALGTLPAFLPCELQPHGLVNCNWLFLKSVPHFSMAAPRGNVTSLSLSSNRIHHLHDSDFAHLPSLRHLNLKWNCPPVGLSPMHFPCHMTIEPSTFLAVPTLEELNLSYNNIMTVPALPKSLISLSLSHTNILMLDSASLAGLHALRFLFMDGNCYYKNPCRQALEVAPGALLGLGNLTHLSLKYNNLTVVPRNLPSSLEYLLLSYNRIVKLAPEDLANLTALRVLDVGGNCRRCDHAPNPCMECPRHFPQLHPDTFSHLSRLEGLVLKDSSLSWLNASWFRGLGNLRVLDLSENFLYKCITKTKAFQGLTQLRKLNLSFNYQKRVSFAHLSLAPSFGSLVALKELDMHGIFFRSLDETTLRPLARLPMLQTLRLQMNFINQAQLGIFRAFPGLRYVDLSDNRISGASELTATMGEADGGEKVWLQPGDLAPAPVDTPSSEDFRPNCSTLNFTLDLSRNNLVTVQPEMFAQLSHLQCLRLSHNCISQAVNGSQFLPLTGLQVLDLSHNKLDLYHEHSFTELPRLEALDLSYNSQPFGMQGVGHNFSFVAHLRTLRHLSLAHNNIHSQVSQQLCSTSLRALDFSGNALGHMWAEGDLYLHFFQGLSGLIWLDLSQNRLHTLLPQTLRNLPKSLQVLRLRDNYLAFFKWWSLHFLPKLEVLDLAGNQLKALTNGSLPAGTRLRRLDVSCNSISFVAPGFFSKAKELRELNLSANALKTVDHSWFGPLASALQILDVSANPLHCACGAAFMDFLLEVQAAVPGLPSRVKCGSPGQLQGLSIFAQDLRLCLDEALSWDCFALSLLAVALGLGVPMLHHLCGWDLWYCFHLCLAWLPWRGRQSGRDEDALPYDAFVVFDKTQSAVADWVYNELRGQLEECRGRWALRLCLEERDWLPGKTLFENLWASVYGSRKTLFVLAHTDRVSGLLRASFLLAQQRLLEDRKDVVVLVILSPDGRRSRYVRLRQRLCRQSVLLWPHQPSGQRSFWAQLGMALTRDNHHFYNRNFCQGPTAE
TROY signal inh: blocks TROY-dependent signaling in reporter cells; Q293 LMP1-TROYcd NF-kB luciferase reporter, 4 h; inhibition, % at 10 µM; actives 0.98% (n = 360,000);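 active = compounds whose plate-normalised and pattern-corrected inhibition of the luciferase reporter signal at the single screening dose is 50% or more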
NR5A2 inv ag: NR5A2 inverse agonism in reporter assay. O00482. HEK293T StAR-luciferase reporter, LRH-1 transfected, 24 h. inhibition, % at 3.6 µM. actives 0.13% (n = 360,000);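 active = inhibition above the mean inhibition of all tested compounds plus 3 SD, cut at about 73% in these data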;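 note: 0% = DMSO wells and 100% = reporter-only cells lacking LRH-1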
ABHD5 PLIN5 PPI: inhibitors of human ABHD5-perilipin-5 interaction | Split G. princeps luciferase complementation, luminescence, 4 h | actives 0.78% (n = 360,000) | Q00G26+Q8WTS1 | inhibition, % at 4 µM;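 active = inhibition above the mean inhibition across every tested compound plus 3 SD, cut at about 22% in these data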;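 note: 0% = DMSO only wells and the 100% control is not disclosed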
NCOA1 inh: inhibitors of human steroid receptor coactivator 1 (SRC1). Q15788. HEK293 GAL4-SRC1 luciferase reporter, luminescence. inhibition, % at 3.6 µM. actives 0.12% (n = 360,000). AID 588354;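 active = inhibition above the campaign mean plus 3 SD, with each screening campaign given its own cutoff, cut at about 60% in these data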;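 note: 0% = DMSO treated cells and 100% = gossypol at 36 µM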
TWEAK Fn14 block: TWEAK-Fn14 signaling inhibition; AID 1159606; inhibition, % at 10 µM; actives 2% (n = 360,000); TWEAK-stimulated Fn14 reporter cells, luciferase luminescence, 8 h; in the data active = inhibition above about 50%
NOD2 RIPK2 PPI: inhibitors of human NOD2-RIPK2 interaction. AID 624267. actives 0.38% (n = 360,000). CHO BLA complementation NOD2-RIPK2, CCF4 ratio. inhibition, % at 4.98 µM; in the data active = inhibition above about 21%;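 note: 0% = vehicle only and 100% = reference blocker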
NCOA2 inhibitor: inhibits human steroid receptor coactivator 2 | Q15596 | HEK293 GAL4-SRC2 luciferase reporter, luminescence | inhibition, % at 9 µM | actives 0.17% (n = 370,000) | AID 651957;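 active = inhibition above the mean inhibition of all tested compounds plus 3 SD, set per campaign, cut at about 52% in these data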;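 note: 0% = DMSO treated cells and 100% = cells given Gossypol at 36 µM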
SRC3 inh: human NCOA3 inhibition | HEK293 GAL4-SRC3 luciferase reporter, luminescence | AID 588352 | inhibition, % at 3.6 µM | actives 0.17% (n = 360,000) | Q9Y6Q9;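 active = inhibition above a per-campaign cutoff, the mean of all compounds plus 3 SD, cut at about 60% in these data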;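 note: 0% = DMSO-treated cells and 100% = gossypol-treated cells at 36 µM; higher means less SRC3-driven luciferase light from the GAL4 reporter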
Granule exo inh: blocks lytic granule exocytosis. TALL-104 LAMP-1 surface exposure, flow cytometry; cells stimulated with thapsigargin and PMA. actives 0.66% (n = 360,000). inhibition, % at 10 µM. AID 651702;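 active = inhibition above about 55%, limit read from the data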
* = called active by the depositor; / = no result given. A portion of the library. The share of hits here may be higher or lower than overall.

SMILES	COUP-TFII inh	TLR9-MyD88 block	TROY signal inh	NR5A2 inv ag	ABHD5 PLIN5 PPI	NCOA1 inh	TWEAK Fn14 block	NOD2 RIPK2 PPI	NCOA2 inhibitor	SRC3 inh	Granule exo inh
COc1ccc(NC(=O)CN(c2ccccc2)S(=O)(=O)N(C)C)cc1Cl	0.6	15.1	-2.4	-5.2	1.1	5.6	22.1	-0.7	9.0	20.4	-0.3
Cn1c(N)c(C(=O)COC(=O)c2cc(S(=O)(=O)NCc3ccccc3)ccc2O)c(=O)n(C)c1=O	-3.9	-1.0	4.7	-5.5	-2.0	-21.8	-24.5	-5.5	-23.9	6.4	-0.2
CC1=CC(=Nc2c(C)n(C)n(-c3ccccc3)c2=O)C=C(C)C1=O	-0.7	-4.1	8.6	-2.0	-1.0	-6.0	35.0	-9.7	-13.9	1.7	0.8
CCN(C(=O)COC(=O)c1ccccc1OCc1ccc(Cl)cc1)C1CCS(=O)(=O)C1 (stereo not given)	-15.5	7.8	-25.5	3.0	1.1	11.9	-4.2	-4.3	-14.5	12.7	8.1
COc1ccc(OCC(=O)NNC(=O)c2cccnc2)cc1	-7.6	-7.1	-23.6	15.7	-1.4	8.8	-5.8	-8.5	-18.9	-17.2	-2.2
O=C(COC(=O)c1ncc(Cl)c(Cl)c1Cl)NCCc1ccccc1	3.5	-0.7	-55.0	3.1	-10.8	5.5	-4.9	1.1	-24.1	7.2	-0.6
COC(=O)Cc1[nH]nc2c1C(C1C=CCCC1)C(C#N)=C(N)O2 (stereo not given)	4.0	-5.7	13.8	0.9	-0.1	0.4	34.9	-2.8	15.3	4.3	-2.2
Cc1ccnc(NS(=O)(=O)c2ccc(NC(=O)C3CCCCC3)cc2)n1	12.8	-3.0	-42.7	-20.5	0.1	6.3	-10.2	-6.7	13.4	2.0	0.7
O=C(COC(=O)c1ccccc1Oc1ccccc1)NC1CCS(=O)(=O)C1 (stereo not given)	-4.6	-2.8	1.4	-1.1	-1.1	9.2	4.4	-7.3	3.6	2.3	-2.4
Cc1cccc(NC(=O)Cc2noc3ccccc23)c1	-51.8	6.6	-82.2	-56.2	-2.8	-69.6	-8.6	-7.1	-42.8	-39.0	-1.9
NS(=O)(=O)c1ccc(N/N=C2/CCCc3ccccc32)c([N+](=O)[O-])c1	3.9	1.7	1.8	7.3	0.0	-27.3	-41.3	-7.1	-14.1	-10.0	-1.8
NS(=O)(=O)c1ccc(CCNC(=O)CSc2nc3ccsc3c(=O)n2CCCCCC(=O)O)cc1	-17.6	2.1	15.0	6.5	7.8	-3.1	8.1	8.1	9.2	8.5	0.6
Cc1ccccc1C(=O)Nc1sc(C)c(C)c1C(=O)c1ccccc1	-9.0	-8.3	-5.2	-5.5	-15.6	0.5	-3.0	0.1	-6.9	-7.8	18.0
CN1OC[C@@H]2CN(C(=O)c3ccc(-c4ccccc4)cc3)[C@H](c3ccc(-c4cccc(F)c4)cc3)C[C@@H]21	-6.5	-6.2	3.7	-15.8	3.7	-4.7	19.3	-2.1	-0.2	41.3	2.1
COc1ccc(NC(=O)C2CCN(S(=O)(=O)c3c(C)noc3/C=C/N(C)C)CC2)cc1	-2.4	-5.4	10.3	-2.9	0.3	-7.1	-5.0	-12.9	5.0	5.9	-2.4
Cc1cccc(C(=O)Nc2sc(C)c(-c3ccccc3)c2C#N)c1	-13.5	4.1	5.6	-120.2	-1.8	-75.6	-37.1	-14.9	-22.6	-121.2	-2.2
O=C1CN(C(=O)CNCc2ccccc2)c2ccccc2N1	-6.3	-7.1	16.7	-3.8	7.9	-2.7	-1.0	-6.1	-24.9	10.5	3.9
CCN1CCN(c2cc(C)c3cc(NC(=S)N4CCCC4)ccc3n2)CC1	-10.3	3.5	-14.8	-0.8	-0.1	-10.2	-12.4	0.5	-22.4	-4.3	3.0
O=C(CSc1nnc(-c2ccccn2)o1)Nc1ccc(F)cc1	-20.3	-5.3	-20.7	-106.9	-5.3	-47.0	-1.3	-2.4	-4.1	-60.6	-0.5
CC12COC3(C(=O)Nc4ccc(Cl)cc4)CC1CCC32C (stereo not given)	-1.4	1.1	-30.8	-1.9	-2.5	-24.6	5.9	-10.1	-15.6	-3.4	-2.2
CC(=O)Nc1ccc(NC(=O)CSc2ncc(C(=O)Nc3ccc(Cl)cc3)c(=O)n2C)cc1	/	-4.2	-43.1	-8.2	-2.3	-15.9	-12.7	-5.0	/	-39.0	9.0
CN(CC(=O)NCc1ccncc1)S(=O)(=O)c1ccc(Cl)cc1	2.1	-6.3	-23.4	2.9	-1.7	-17.4	5.4	2.6	-19.1	7.0	-1.0
Cc1ccc(Cn2c(C(C)Nc3nc(-c4ccc(F)cc4)cs3)nc3cc(C(=O)NCCCO)ccc32)cc1 (stereo not given)	5.1	-4.7	1.5	-34.4	13.0	-5.9	-0.7	11.8	-4.3	-9.9	-9.3
COc1ccc(N(CC(=O)Nc2ccc3c(c2)OCO3)S(C)(=O)=O)c(OC)c1	-1.7	-0.8	-8.2	8.4	6.6	-36.4	-19.0	-6.3	-4.0	5.3	0.8
CCCCOc1ccc(NC(=O)C2CC=CCC2C(=O)O)cc1 (stereo not given)	11.7	6.7	-13.5	4.6	4.8	-8.4	0.4	-14.3	5.2	22.2	2.1
SMILES	COUP-TFII inh	TLR9-MyD88 block	TROY signal inh	NR5A2 inv ag	ABHD5 PLIN5 PPI	NCOA1 inh	TWEAK Fn14 block	NOD2 RIPK2 PPI	NCOA2 inhibitor	SRC3 inh	Granule exo inh
COc1ccc(NC(=O)COC(=O)CCNC(=O)c2ccco2)cc1Cl	-13.9	-8.8	-5.9	1.5	0.9	-1.6	-5.4	-1.3	9.5	0.5	-0.8
CN(C)C1=NC[C@H](Cc2ccccc2)N1CCCC1CCCC1	12.7	0.2	1.0	10.7	15.5	21.3	-17.7	-6.9	19.0	19.9	37.2
Cc1ccc(S(=O)(=O)c2cc3c(=O)n4ccccc4nc3n(Cc3ccco3)c2=N)cc1	-9.6	0.0	21.0	-3.1	17.5	-5.7	-3.1	8.9	14.9	-16.1	2.1
COc1ccc(Cl)cc1-c1cc(C(=O)NCc2cccc(C(F)(F)F)c2)[nH]n1	14.0	/	17.1	15.1	-4.9	10.1	17.0	-13.2	-20.6	-0.5	-1.5
CC(C(=O)NC1CCCCC1)N1C(=O)C2C3C=CC(C3)C2C1=O (stereo not given)	1.1	-5.4	-14.3	-1.1	4.0	13.8	2.8	-2.4	14.4	-0.8	2.7
Cc1ccc(S(=O)(=O)NC(=O)N2CCCC2)cc1	-3.0	-1.8	-0.8	-22.9	-3.5	8.6	7.9	-10.5	-2.0	-1.1	-2.5
O=C(CCCn1c(SCc2cccc(F)c2)nc2ccccc2c1=O)NCC1CCCO1 (stereo not given)	2.4	-5.8	-21.7	15.8	3.3	-3.8	-2.5	-5.0	15.4	11.0	0.0
O=C(CCn1cnnn1)Nc1ccc(Cl)cc1Cl	-1.2	2.2	-8.8	-4.7	1.2	-10.5	7.8	-10.7	8.7	6.7	-2.3
CC1CCN(CCOc2ccc(Cl)c(Cl)c2)CC1	-0.6	-4.4	-1.8	23.2	1.7	-3.9	1.0	-1.3	-22.0	-5.8	2.4
Cc1sc(NC(=O)C2CCCCC2C(=O)O)c(C(N)=O)c1-c1ccc(C(C)C)cc1 (stereo not given)	4.4	4.0	6.5	-46.3	-11.2	-40.6	-6.8	2.9	-51.3	-2.7	0.7
CCc1nc2ccc(C(=O)NCCc3ccccn3)cn2c1N(C)Cc1ccc(N(C)C)cc1	6.3	/	5.8	18.2	14.0	11.6	3.6	0.9	-24.5	-5.5	1.5
O=C(CSc1nc(=O)n(CCCN2CCOCC2)c2c1CCCC2)Nc1cccc(Cl)c1	-11.0	8.2	1.5	-17.2	2.2	-15.4	-15.4	-8.0	-23.6	-0.8	5.6
COC(=O)[C@H](C)NC(=O)Nc1ccc(C)c(C)c1	-11.3	-2.0	3.7	-1.9	0.9	7.8	14.0	-7.0	0.5	2.9	-0.1
CC(=O)c1cc2c(cc1NC(=O)c1ccco1)OCCO2	-8.9	-0.8	-47.1	-13.2	-0.7	-27.4	-23.8	0.8	-33.0	-1.5	-0.6
COC(=O)N/N=C\c1ccc(OC(=O)c2ccco2)cc1	1.9	/	0.0	6.0	-4.7	-4.6	-5.0	-8.1	-10.5	21.3	-0.1
COc1ccc(OCC(=O)Nc2nccs2)cc1	-12.9	-0.5	46.0	-88.8	-5.7	-46.4	80.6*	1.2	-66.9	-65.0	3.9
COc1cccc(C(=O)N/N=C/c2ccc(Oc3ccc([N+](=O)[O-])cn3)c(OC)c2)c1	-12.5	2.9	-14.5	-3.4	-6.6	2.4	12.9	6.2	-24.7	3.0	0.2
CC(=O)N/C(=C/c1cccnc1)C(=O)Nc1ccc(Cl)cc1	-15.8	5.4	-3.3	6.2	-3.2	0.7	6.7	-8.0	-4.0	-6.5	-20.2
Cn1cccc1/C=N/N1CCN(Cc2cccc3ccccc23)CC1	8.1	-9.5	25.3	-11.5	3.5	-6.8	13.0	-7.7	-9.9	1.1	10.9
CC(=O)N(C(C)=O)c1nc(-c2ccccc2)cn1/N=C/c1ccccc1	4.2	-0.3	28.0	-1.1	6.0	3.7	22.3	-5.9	-19.9	7.6	-3.4
O=C1N=c2ccccc2=C1c1sc(Nc2ccc(O)cc2)nc1O	2.5	-6.4	-10.4	-14.6	-0.5	-72.8	-40.4	-2.8	-60.2	-17.0	4.0
OC[C@@H]1CN(Cc2ccco2)C[C@H](n2cnc3c(NC4CCC4)ncnc32)O1	9.5	/	-2.2	-3.2	3.1	-19.0	-7.0	-1.6	-12.3	-5.5	-9.7
CN(Cc1ccccc1)C(=O)COC(=O)c1ccc(Br)c(S(=O)(=O)N2CCOCC2)c1	4.0	2.1	21.1	-1.0	5.4	10.2	2.8	-5.8	13.3	-0.8	-2.9
O=C(CSc1nncn1-c1ccccc1)Nc1cc(Cl)cc(Cl)c1	/	-3.9	-10.3	-29.7	2.1	9.3	-0.6	-5.9	/	27.6	0.0
O=C(O)c1ccc(CSCc2ccccc2F)o1	-5.3	1.7	-0.6	6.4	-8.1	3.1	0.8	-7.0	-7.5	1.1	-0.1
SMILES	COUP-TFII inh	TLR9-MyD88 block	TROY signal inh	NR5A2 inv ag	ABHD5 PLIN5 PPI	NCOA1 inh	TWEAK Fn14 block	NOD2 RIPK2 PPI	NCOA2 inhibitor	SRC3 inh	Granule exo inh
O=C(COC(=O)c1ccccc1Br)NC1CCCCCCC1	0.2	10.8	-37.4	-19.3	-7.7	-20.7	-8.4	0.2	0.9	5.2	-0.6
Cc1cc(/C([O-])=C(/C(=S)Nc2ccccc2)[n+]2ccccc2)c(C)n1-c1ccccc1	20.1	-9.9	-27.2	-41.6	-5.5	-55.8	-39.3	-1.5	-4.3	-33.0	6.0
C=CCN1CC2CC3(COc4cc(C)cc(C)c4)C=CC2(O3)C1=O (stereo not given)	10.5	7.9	-10.0	-39.3	2.1	-4.4	-9.6	-6.8	3.6	-5.1	3.0
COc1cc(F)ccc1-c1csc(C(O)c2ccc(F)c(F)c2)n1 (stereo not given)	0.8	/	-25.9	22.0	-11.2	16.8	-6.5	-1.6	34.7	-3.5	-2.5
COc1ccc(CNS(=O)(=O)c2ccc3c(c2)CCN3C(=O)C2CCC2)cc1	-7.3	4.8	19.4	7.5	-9.2	7.1	18.7	-2.6	-10.9	-10.7	3.6
CCC(C)(C)NC(=O)c1cc([N+](=O)[O-])ccc1N1CCOCC1	13.8	3.7	11.5	5.5	-0.2	5.7	9.3	0.0	-22.5	16.3	3.7
